ERAP1 HTS inh – blocks human ERAP1 aminopeptidase activity | Q9NZ08 | recombinant ERAP1, Leu-AMC fluorescence, 60 min | inhibition, % at 10.7 µM | 0.15% of 340,000 active | AID 652197;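 active = mean replicate inhibition of at least 30%, or all replicates individually reaching that 30% level; inactive = mean below 30% and not every replicate reaching it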;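 also: 0% = neutral control wells and 100% = L-leucinethiol positive control wells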
Cneo AK release – causes C. neoformans cell lysis | lysis activity, % at 15 µM | adenylate kinase release luminescence, 4 h; normalised: neutral wells 0, clomiphene wells 100 | 0.2% of 360,000 active;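 active = mean lysis activity across replicates of at least 80%, whatever share of replicates individually reach that level; inactive = mean lysis activity below 80%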
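Schedule: static 4 h at 37 °C with compound, 1 h detection; system: C. neoformans cells; benchmarks: Clomiphene as positive control; buffer or medium: fresh YPD medium; measure: luminescence rise reflecting yeast cell lysis; measured by: luminescent adenylate kinase detection reagent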
RAD54 branch – RAD54 (human) branch migration inhibition. inhibition, % at 10.4 µM. RAD54 Holliday junction branch migration, FAM/BHQ fluorescence. AID 602329. Q92698. 0.14% of 360,000 active;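 active = mean normalized replicate activity at least 40 and at least half of replicates scoring 40 or more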;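 also: 0% = median of neutral control wells and 100% = median of positive control wells; inhibitors cause a drop in the FAM fluorescence signal; in these data hits start at about 50%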
PglD DTNB – inhibitors of Campylobacter jejuni PglD acetyltransferase | purified PglD enzyme, DTNB colorimetric CoA detection | inhibition, % at 12.5 µM | 0.098% of 360,000 active; in the data active = inhibition above about 16%, passing the limit was not always enough; also: strong numbers were not always called active
RAD52 inh – inhibitors of human RAD52 DNA annealing; AID 651710; P43351; inhibition, % at 18.7 µM; 0.46% of 360,000 active; recombinant RAD52 DNA annealing, FRET fluorescence;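 active = every replicate showing at least 50% inhibition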
Target sequence (P43351 whole entry, looked up): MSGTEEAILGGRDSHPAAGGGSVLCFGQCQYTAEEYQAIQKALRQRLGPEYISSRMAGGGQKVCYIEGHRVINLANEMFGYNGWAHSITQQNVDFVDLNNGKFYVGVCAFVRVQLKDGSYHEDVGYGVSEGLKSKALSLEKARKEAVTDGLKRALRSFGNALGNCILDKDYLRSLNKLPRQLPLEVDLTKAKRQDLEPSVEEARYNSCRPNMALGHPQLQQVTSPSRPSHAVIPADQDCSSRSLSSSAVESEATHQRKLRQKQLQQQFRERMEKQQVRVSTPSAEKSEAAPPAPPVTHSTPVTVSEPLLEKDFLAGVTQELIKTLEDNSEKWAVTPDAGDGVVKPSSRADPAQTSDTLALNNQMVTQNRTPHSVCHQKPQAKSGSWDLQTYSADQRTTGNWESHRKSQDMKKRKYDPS
PGC1a acetyl inh – PGC1a acetylation modulation, inhibitor mode; U2OS PGC1a acetylation, AlphaScreen anti-acetyl-lysine; with virally co-expressed GCN5 acetyltransferase; inhibition, % at 15.6 µM; 0.17% of 350,000 active;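 active = every replicate shows inhibition of at least 40%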;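 also: 0% = neutral control wells and 100% = positive control wells; some results beyond the cut were filed as inactive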
miR122 inh – miR-122 inhibition in Huh7 cells | Huh7 miR-122 Renilla luciferase sensor, 48 h; neutral wells = 0, positive control = 100 | 0.3% of 340,000 active | activation (reporter increase), % at 12.5 µM;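 active = mean replicate activation score at least 90 and every replicate individually at or above 90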;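 also: higher luciferase means less miR-122 activity so hits act as miR-122 inhibitors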
E-sel inducer – induces E-selectin expression in human endothelial cells; HUVEC E-selectin immunofluorescence imaging; normalized: neutral wells 0, TNF-alpha wells 100; P16581; activation, % at 7.58 µM; 0.37% of 260,000 active;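 active = mean E-selectin-positive cell signal at least 10% of the positive control, reached in at least 60% of replicates, without over 20% cell loss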;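 also: in these data hits start at about 27%; measured in HUVEC primary endothelial cells; signal is the percent of cells scored E-selectin positive by PE staining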
Target sequence (P16581 whole entry, looked up): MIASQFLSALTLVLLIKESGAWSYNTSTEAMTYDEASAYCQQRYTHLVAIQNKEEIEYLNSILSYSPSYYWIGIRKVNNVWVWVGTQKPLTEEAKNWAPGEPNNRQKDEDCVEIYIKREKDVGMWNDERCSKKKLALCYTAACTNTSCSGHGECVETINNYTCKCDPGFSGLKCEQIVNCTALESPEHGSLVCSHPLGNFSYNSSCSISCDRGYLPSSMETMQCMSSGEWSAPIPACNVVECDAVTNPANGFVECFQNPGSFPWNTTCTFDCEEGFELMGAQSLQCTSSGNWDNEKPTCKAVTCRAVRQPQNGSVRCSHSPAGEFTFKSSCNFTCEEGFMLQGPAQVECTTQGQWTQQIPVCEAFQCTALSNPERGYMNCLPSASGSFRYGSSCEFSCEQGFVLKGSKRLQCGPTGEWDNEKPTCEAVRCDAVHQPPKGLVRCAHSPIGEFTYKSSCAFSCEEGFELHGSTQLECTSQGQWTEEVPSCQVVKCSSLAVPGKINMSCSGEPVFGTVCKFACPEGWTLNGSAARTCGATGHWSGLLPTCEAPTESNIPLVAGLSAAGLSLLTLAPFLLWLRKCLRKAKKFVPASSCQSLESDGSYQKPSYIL
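Read-out basis: % PE-positive cells; Test system: HUVEC primary endothelial cells; Technique: immunofluorescence imaging; Dosing: single-point compound dose.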
* = called active by the depositor; · = no result given; [ ] = remark or other dose.

SMILES	ERAP1 HTS inh	Cneo AK release	RAD54 branch	PglD DTNB	RAD52 inh	PGC1a acetyl inh	miR122 inh	E-sel inducer
O=C(CC1C(=O)NCCN1Cc1ccoc1)NCc1cccc(OC(F)(F)F)c1 (stereo not given)	-1	1	-11	-15	-5	6	1	1.4
CCN(CC)c1ccc(/C=N/NC(=O)c2c(-c3ccccc3)noc2C)cc1	-1	-1	-2	-1	-10	·	·	·
C/C(N=Nc1nc2ccccc2s1)=N\Nc1ccccc1O	0	0	-1	-9	0	12	4	0.0
CO[C@@H]1CN(C)C(=O)c2cc(NC(=O)Nc3ccccc3F)ccc2OC[C@@H](C)N(Cc2ccccc2C(=O)O)C[C@H]1C	0	2	9	-2	3	0	·	0.0
O=C1CCCc2cc3c(ccc4ccccc43)cc21	2	0	13	-1	-100	4	2	-1.0
Nc1nccc(NCCSCc2ccccc2)n1	0	-1	1	-3	0	-2	3	0.0
O=C(NNc1ncccc1-n1cccc1)c1ccc(Cl)cc1	-2	1	-11	-6	-10	7	14	0.0
O=C1Nc2ccccc2C1=Nc1ccc(S(=O)(=O)Nc2nccs2)cc1	1	1	-5	6	3	-7	13	0.1
Oc1ccc(Br)cc1-c1n[nH]c(=S)n1Cc1ccccc1	-6	0	1	5	-10	3	·	-0.1
N#Cc1c(N)nc(SC2CCCCC2=O)c(C#N)c1-c1ccco1 (stereo not given)	·	0	-11	-1	·	-18	-5	·
CCc1nnc(NC(=O)c2n[nH]c(=O)c3ccccc23)s1	-2	-2	-3	-3	-15	-11	-2	·
O=C1CNC[C@@H]2[C@@H](c3ccc(C#CC4CCCC4)cc3)[C@H](CO)N12	1	·	·	·	9	1	·	0.0
COC(=O)CCCCCCC(=O)Nc1ccc(C2OC(CSc3ccccn3)CC(c3ccccc3)O2)cc1 (stereo not given)	3	39	-1	3	-1	-1	·	·
COC(=O)c1cc(S(=O)(=O)NC2CCN(Cc3ccccc3)CC2)cn1C	·	30	-10	-1	·	-11	-1	·
O=C(Nc1ccccn1)c1ccc2c(c1)OCCO2	-3	-2	10	15	-11	-16	-7	·
C/C=C/c1ccc([C@@H]2[C@@H](CO)N(C(C)=O)[C@@H]2CN(C)C(=O)CN(C)C)cc1	·	-1	-18	2	·	1	-29[16.7 µM]	0.0
CC(=O)C1=C(O)C(=O)N(c2ccc(Br)cc2)C1c1ccc([N+](=O)[O-])cc1 (stereo not given)	2	0	4	0	-14	·	·	0.1
CNC[C@H]1Oc2ccc(NC(=O)c3ccncc3)cc2CC(=O)N([C@@H](C)CO)C[C@@H]1C	·	-2	-2	2	-7	4	-2[16.7 µM]	0.1
CCOC(=O)Cc1csc(NC(=O)COc2ccc(N(C)S(=O)(=O)c3ccc(C)cc3)cc2)n1	·	0	-5	4	·	-12	6	-0.3
O=C(CSc1ncccn1)NC(=O)c1ccccc1	0	-2	-1	2	-18	-3	3	19
Cc1cccc(C(=O)N/N=C/c2ccncc2)c1	·	-3	-1	-6	·	13	-8	·
O=C(NCc1ccncc1)Nc1ccc(F)cc1	·	0	-14	1	·	10	10	·
CC(OC(=O)CCCOc1ccccc1)C(=O)Nc1ccc(Cl)cn1 (stereo not given)	-2	1	-6	-2	-6	·	·	0.0
COCCNC(=O)C(c1ccc(C)cc1)N(C(=O)C(=O)NC1CCCC1)c1ccc2c(c1)OCCO2 (stereo not given)	-2	·	·	·	-5	-4	·	1.6

The final 3 entries of the section before lead into the next:
SMILES	ERAP1 HTS inh	Cneo AK release	RAD54 branch	PglD DTNB	RAD52 inh	PGC1a acetyl inh	miR122 inh	E-sel inducer
O=C(NCc1ccncc1)Nc1ccc(F)cc1	·	0	-14	1	·	10	10	·
CC(OC(=O)CCCOc1ccccc1)C(=O)Nc1ccc(Cl)cn1 (stereo not given)	-2	1	-6	-2	-6	·	·	0.0
COCCNC(=O)C(c1ccc(C)cc1)N(C(=O)C(=O)NC1CCCC1)c1ccc2c(c1)OCCO2 (stereo not given)	-2	·	·	·	-5	-4	·	1.6
C[C@@H]1CN([C@@H](C)CO)C(=O)c2ccccc2-c2ccccc2CO[C@@H]1CN(C)S(=O)(=O)c1ccc([N+](=O)[O-])cc1	-2	·	·	·	17	-17	·	0.7
CN(CC(=O)Nc1sccc1C#N)C1CCCCC1	·	-1	-13	0	·	1	9	·
N#C/C(=C(/O)COC(=O)c1ccc(C#N)cc1)c1nc2ccccc2s1	1	1	-1	-2	-18	1	2	·
Cc1ccccc1NS(=O)(=O)c1ccc2[nH]cc(C(=O)NCCCN3CCOCC3)c(=O)c2c1	·	0	-4	5	·	1	5	·
C[C@@H]1CN([C@H](C)CO)C(=O)c2cc(-c3ccncc3)cnc2O[C@H]1CN(C)C(=O)c1ccc(F)cc1	1	2	0	1	-2	-2	3[16.7 µM]	1.0
O=C(Nc1c(Cl)ccc2nsnc12)c1ccco1	-3	0	-11	0	-7	0	3	·
Cc1ccc(S(=O)(=O)N2CCCCC2)cc1NC(=O)CSc1nc(N)cc(=O)[nH]1	1	-1	0	-3	-15	·	·	3.3
O=C(Nc1ccc(Cl)cc1)N[C@@H]1CC[C@@H](CCNC(=O)c2ccccc2F)O[C@H]1CO	1	5	-6	1	-2	-9	·	0.1
CCOC(=O)N1CCN(Cc2c(NC(=O)c3ccco3)sc(C)c2C)CC1	-2	·	·	·	-21	-8	·	-0.6
c1ccc(-c2noc(CN3CCN(c4ccccc4)CC3)n2)cc1	1	4	-14	3	-22	4	4	0.0
Cc1ccc(-c2nc(CS(=O)CC(=O)NCCN3CCOCC3)c(C)o2)cc1 (stereo not given)	0	-6	-3	-1	-5	-2	-5	0.0
C#CC(C)OC(=O)C(C)NC(=O)c1ccccc1 (stereo not given)	-2	1	-7	-2	-6	·	-9	-0.3
Cc1ccnc2nc(C(=O)OCC(=O)NCCc3ccc(Cl)cc3)nn12	·	0	2	3	·	6	-8	·
Cc1ccc2c(c1)CCCN2CC(=O)Nc1cccc(S(=O)(=O)N2CCCC2)c1	-2	1	10	-1	-14	3	·	1.4
CN1C(=O)c2cc(NC(=O)Cc3cccs3)ccc2OC[C@@H]2O[C@@H](CC(=O)NCC3CC3)CC[C@H]21	0	-4	-19	1	-2	-9	-4[16.7 µM]	-0.2
CC(C(=O)O)N1C(=O)C2C3c4ccccc4C(c4ccccc43)[C@@H]2C1=O (stereo not given in full)	-2	-5	-39	-8	-18	7	·	-0.1
O=C(Nc1cccnc1)c1ccccc1Oc1ccccc1	·	-1	-7	2	·	5	12	·
CC(C)CCNC(=O)C1CCN(c2nc3ccccc3o2)CC1	·	2	-2	1	·	0	-6	·
CO[C@@H]1CN(C)C(=O)c2ccc(NC(=O)NC(C)C)cc2OC[C@@H](C)N(Cc2ccccn2)C[C@H]1C	1	·	·	·	-8	1	·	-0.3
Cc1noc(C)c1COC(=O)c1cccc(S(=O)(=O)N2c3ccccc3CC2C)c1 (stereo not given)	3	0	-7	-4	5	0	-3	·
COCCNC(=O)c1c(N)n(/N=C/c2cccs2)c2nc3ccccc3nc12	·	2	-5	-4	·	11	-5	·
CC(O)(c1cccnc1)c1nc(-c2ccoc2)cs1 (stereo not given)	3	-6	3	-3	-13	-4	2	-0.7
COc1ccc(N=Nc2ccc3ccccc3c2)c(O)c1	0	-5	-7	-2	-1	·	·	0.2
COc1ccc(NC(=O)c2ccc(-n3cccn3)nc2)cc1	·	1	5	4	·	·	-12	·
CN(C)CCCNC(=S)N(CCO)Cc1cc2cc3c(cc2[nH]c1=O)OCO3	1	0	-1	-17	46	6	-5	·
COC(=O)c1cn(NC(=O)COc2ccc(Cl)cc2)c(=O)c2ccccc12	2	3	8	·	-6	7	-9	0.0
O=C(NCCCO)c1nc2ccccc2s1	·	2	0	2	·	4	7	·
CCN1CCN(c2c(Cl)cccc2NC(=O)c2ccc([N+](=O)[O-])o2)CC1	-1	-7	13	4	-1	·	5	0.3
CCN(C[C@@H]1N[C@H](CO)[C@H]1c1ccc(-c2ccccc2)cc1)C(=O)COC	-1	-3	0	2	-21	3	-1[16.7 µM]	-0.1
CCSc1ccc(-c2cccc([N+](=O)[O-])c2)nn1	2	0	-4	1	10	-8	1	0.0
COc1ccc(O)c(-c2c(-c3ccc(Cl)cc3)n[nH]c2C)c1	·	2	-8	-1	·	-5	-7	·
CC(C)(C)C(=O)Oc1ccc2cc(-c3ccc4ccccc4n3)c(=O)oc2c1	-2	1	-10	-2	-18	3	-6	·
CC(C)N(C(=O)Cn1cc(S(=O)(=O)CC(=O)Nc2ccccc2)c2ccccc21)C(C)C	1	3	2	5	6	11	0	0.0
COc1ccccc1NC(=O)CCN1C(=O)c2ccccc2C1=O	2	-2	-2	-4	-3	-10	-2	·
Cc1ccc(S(=O)(=O)Nc2ccc(N(C)C)cc2)cc1	1	·	·	·	-1	10	6	·
COc1cccc(C(O)c2nc(-c3cccc(C(F)(F)F)c3)cs2)c1 (stereo not given)	1	0	3	-1	0	-5	-13	2.0

Brought forward from above: three entries; new compounds follow.
SMILES	ERAP1 HTS inh	Cneo AK release	RAD54 branch	PglD DTNB	RAD52 inh	PGC1a acetyl inh	miR122 inh	E-sel inducer
COc1ccccc1NC(=O)CCN1C(=O)c2ccccc2C1=O	2	-2	-2	-4	-3	-10	-2	·
Cc1ccc(S(=O)(=O)Nc2ccc(N(C)C)cc2)cc1	1	·	·	·	-1	10	6	·
COc1cccc(C(O)c2nc(-c3cccc(C(F)(F)F)c3)cs2)c1 (stereo not given)	1	0	3	-1	0	-5	-13	2.0
O=C(NCc1ccc2c(c1)OCO2)[C@H]1[C@H](CO)[C@H]2Cn3c(cccc3=O)[C@@H]1N2Cc1ccncc1	0	-1	9	-1	7	·	-1[16.7 µM]	0.2
O=C(c1nnc(Cc2ccc(Cl)cc2)o1)N1CCc2ccccc2C1	2	-1	-16	5	-13	-8	-10	1.9
O=C(NCCCn1ccnc1)C(=O)c1c[nH]c2ccccc12	1	4	0	-3	-6	-11	1	-0.4
C[C@H]1CN([C@@H](C)CO)C(=O)Cc2cc(NS(=O)(=O)c3cn(C)cn3)ccc2O[C@@H]1CN(C)CC1CCCCC1	-5	3	-24	2	15	1	1[16.7 µM]	-0.1
CNC(=O)C[C@@H]1CC[C@@H]2[C@@H](COc3ccc(NC(=O)c4cccs4)cc3C(=O)N2C)O1	·	53	7	1	·	4	21[16.7 µM]	0.1
Cc1ccc(S(=O)(=O)c2c(COC(=O)c3ccccc3Cl)c(-c3ccccc3)nn2C)cc1	·	-2	9	3	·	-33	16	·
Cc1onc(-c2c(Cl)cccc2Cl)c1C(=O)c1c[nH]c(C(=O)NCCCN2CCOCC2)c1	·	0	-17	-3	·	-7	-2	-1.1
Cc1ccc(CN2CCC[C@]3(N[C@H](c4ccc(C)cc4)[C@@H]4C(=O)N(C)C(=O)[C@@H]43)C2=O)cc1	3	0	5	-2	-12	-6	-9	·
CCOc1cc(CN2CCc3c([nH]c4ccccc34)C2)ccc1OC	0	6	-7	4	-9	-13	-2	0.0
O=C(NCC1CCCCC1)c1csc([C@@H]2C[C@H](O)[C@@H](CO)O2)n1	4	-3	3	-1	10	·	·	0.1
CCC(=O)Nc1ccc2c(c1)OC[C@H](C)N(C(=O)c1ccc(F)cc1)C[C@@H](C)[C@H](OC)CN(C)C2=O	-2	0	-4	1	2	12	·	-0.1
CCCCOc1ccc(C(=O)NCC(=O)NCCOc2ccc(C)cc2)cc1	-1	-5	0	-3	-14	-1	-10	-1.6
CCn1cc(C(=O)N[C@@H](C)C(=O)NCCO)c(=O)c2cc3c(cc21)OCO3	2	0	0	2	16	2	-14	0.8
C[C@@H]1CCCCO[C@H](CN(C)CC2CC2)[C@H](C)CN([C@@H](C)CO)C(=O)c2cc(NS(=O)(=O)c3cn(C)cn3)ccc2O1	1	60	4	5	17	-12	-2[16.7 µM]	0.0

High-throughput results deposited in PubChem by Broad Institute.
